# Cav3 T inh = blocks human Cav3.2 T-type calcium channel; O95180; Cav3.2-expressing cells, Fluo-4 calcium fluorescence FDSS; hits give low values; B-score at 10 µM; 100,000 compounds, 4% hits;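 active = single-dose well whose peak fluorescence ratio is a statistical outlier from its plate by either plate-standardised score or position-corrected B-score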
# * = called active by the depositor; & = joins results of further samples.
Compound	Cav3 T inh
COc1ccc(C(CCN2CCCC2)c2c(OC)cc(OC)c3c(-c4ccccc4)cc(=O)oc23)cc1 (stereo unspecified)	-0.842
CCOC(=O)Cc1nnc(NC(=O)C(CC)Sc2nncn2C)s1 (stereo unspecified)	-0.697
CC(=O)Nc1c(I)c(NC(C)=O)c(I)c(C(=O)O)c1I	0.0905&1.02
CS(=O)(=O)N1CCN(C2CCN(Cc3ccccc3)CC2)CC1	0.676
CCOC(=O)C1CCN(S(=O)(=O)c2ccc(NC(=O)OC)cc2)CC1	1.1
CCOC(=O)Nc1cccc(Nc2ccccc2)c1	-1.23
O=C(NC(=S)NCCN1CCOCC1)c1cccc(Cl)c1	1.13
O=C(CN(C1CCCCC1)S(=O)(=O)c1ccc(F)cc1)NCc1ccncc1	-2.45
O=C(C1CCCN(S(=O)(=O)Cc2ccccc2)C1)N1CCC(Cc2ccccc2)CC1 (stereo unspecified)	-5.54*
Cc1csc(=Nc2c(C)n(C)n(-c3ccccc3)c2=O)n1Cc1ccccc1	-0.256
COc1ccc(CN2CCN(S(=O)(=O)c3ccc(NC(C)=O)cc3)CC2)cc1OC	-0.011
COc1ccc(C(=O)N2CCN(S(=O)(=O)c3cc(Cl)ccc3OC)CC2)cc1	0.567
O=C(Nc1cnn(Cc2ccc(Cl)cc2Cl)c1)c1cc(-c2cccs2)on1	-0.518
O=C(NCc1cccnc1)/C(=C/c1ccc(-c2ccc(Cl)cc2)o1)S(=O)(=O)c1ccccc1	-1.14
CCOC(=O)C1CCCN(S(=O)(=O)c2cc(OCC(=O)NC3CCCCC3)c(C)cc2Cl)C1 (stereo unspecified)	0.735
CC1CCCCC1NS(=O)(=O)c1ccc(S(=O)(=O)NCc2ccncc2)cc1 (stereo unspecified)	0.536
Cc1oc(-c2ccccc2Cl)nc1CS(=O)CC(=O)NCc1cccs1 (stereo unspecified)	-0.35
CCC1(CC)Cc2ccccc2C(N)=C1C#N	-3.29
O=C(NCc1ccccc1)c1cnc2n(c1=O)CCS2	-0.17
CC(C)[C@@H]1NC(=O)c2cc([N+](=O)[O-])cc(I)c2NCCC[C@@H](C(N)=O)NC(=O)[C@H](CO)NC1=O	0.407
CCN(CC)S(=O)(=O)c1cc(-c2nn(C)c(=O)c3ccccc23)ccc1C	-0.772
COc1ccc(-c2nnc3sc(C(C)N4C(=O)c5ccccc5C4=O)nn23)cc1 (stereo unspecified)	0.444
COCCN(CC(=O)Nc1ccccc1C)S(=O)(=O)c1ccc(S(=O)(=O)N2CCCC2)cc1	0.298
CCC(C)Sc1nc2c(c(=O)[nH]c(=O)n2C)n1CCc1ccccc1 (stereo unspecified)	-1.18
O=S(=O)(c1ccc(S(=O)(=O)N2CCN(C/C=C/c3ccccc3)CC2)cc1)N1CCCC1	0.65
Nc1nc(-c2ccco2)nc(N2CCCCC2)n1	0.172
Cc1cc(C(C)(C)C)cc(C)c1COC(=O)C1CCC(=O)N1 (stereo unspecified)	-1.49
CN(C(=O)COc1ccc(Cl)cc1Cl)c1nnc(C23CC4CC(CC(C4)C2)C3)s1	-2.69
CC1=CCC(C(=O)O)C(C(=O)Nc2nc3ccc(S(C)(=O)=O)cc3s2)C1 (stereo unspecified)	1.38
CC(C)CCOc1ncnc2c1sc1nc3c(cc12)CSC(C)(C)C3	-0.43

# Compounds shown so far that have a COOH group (2):
Compound	Cav3 T inh
CC(=O)Nc1c(I)c(NC(C)=O)c(I)c(C(=O)O)c1I	0.0905&1.02
CC1=CCC(C(=O)O)C(C(=O)Nc2nc3ccc(S(C)(=O)=O)cc3s2)C1 (stereo unspecified)	1.38

# (listing goes on)
Compound	Cav3 T inh
COCCN(CC(=O)NCc1ccc(F)cc1)C(=O)CCC(=O)Nc1nccs1	0.116
Cc1ccc(C(=O)Nc2ccc(S(=O)(=O)N3CCN(C)CC3)cc2)cc1	-2.58
COc1ccccc1NC(=O)N(Cc1ccco1)Cc1cc2c(C)ccc(C)c2[nH]c1=O	-6.03*
CCOc1ccc(N=C2NC(=O)S/C2=C\c2ccc(O)cc2)cc1	-0.687
CCN1CCN(C(=S)c2ccc(Br)cc2)CC1	0.379
O=C1CC(N2CCN(C3CCc4ccccc4C3)CC2)C(=O)N1c1ccccc1 (stereo unspecified)	-1.02
CCCCCC1CCC(C(=O)NNC(=S)NCC)CC1 (stereo unspecified)	-0.391
CN(C)CCNC(=O)c1cc(Br)ccc1Cl	0.141
CC(=O)c1ccc(N2CCN(CCC#N)CC2)c(F)c1	0.0128
C=CCOc1ccccc1CNCc1cccnc1	-0.26
Cc1ccc(C)c(S(=O)(=O)NCCOC(=O)Nc2sc(=S)n(C)c2C)c1	0.517
Cc1cccc(C(=O)N2CCN(Cc3ccc4c(c3)OCO4)CC2)c1	0.366
CCC(=O)Nc1ccc2c(c1)C(=O)N(C)C2=O	1.57
CN(c1ccccc1)S(=O)(=O)c1cccc(C(=O)N2CCN(c3ccccn3)CC2)c1	-2.21
CCN(c1cccc(C)c1)S(=O)(=O)c1cnc[nH]1	-0.975
C=CCn1c(SCC(=O)Nc2ccc3c(c2)OCCO3)nnc1-c1ccco1	0.113
O=C(CN(CCCN1CCOCC1)C(=O)Cn1nnc(-c2ccc(F)cc2)n1)NC1CCCCC1	-0.144
CCOC(=O)c1cnc(SC)nc1Oc1cccc(NC(=O)c2ccc(C)cc2)c1	-3.39
CC1=C(C#N)CCC(=O)N1Cc1c(C)cc(C)cc1C	0.344
COc1cc(-c2nc3cnccn3c2Nc2ccc(C(C)C)cc2)ccc1O	-0.103
COC(=O)C1=C(C(=O)c2ccc(C)cc2)C(c2ccc(OC)c(OC)c2)n2nnnc2N1 (stereo unspecified)	1.55
Cn1c(CN2CCOCC2)nnc1SCC(=O)Nc1ccc2c(c1)OCCO2	0.384
O=C(Cn1nc(-c2ccccc2)ccc1=O)NCC1COCCO1 (stereo unspecified)	0.185
COCCCNC(NC(=O)c1ccc(Cl)cc1)C(Cl)(Cl)Cl (stereo unspecified)	0.289
O=S(=O)(c1ccc(N2CCCC2)cc1)C(F)(F)F	-1.06
O=C(CN1CCC(n2nnc3cc(C(F)(F)F)ccc32)CC1)N1CCc2ccccc21	-0.202
O=C(Cc1coc(-c2ccc(F)cc2)n1)NCc1ccccc1	-3.48
CCc1nn(CC(=O)NCCN2CCN(C)CC2)c(=O)c2cc3occc3n12	-0.0133
Clc1ccc(SCc2nc3ccccc3[nH]2)cc1	-4.51*
COc1ccc(CSc2nnc(Cc3sc(-c4ccccc4)nc3-c3ccccc3)o2)cc1	-5.22*

# Not a retest: two of the compounds above.
Compound	Cav3 T inh
COCCN(CC(=O)NCc1ccc(F)cc1)C(=O)CCC(=O)Nc1nccs1	0.116
Cc1ccc(C(=O)Nc2ccc(S(=O)(=O)N3CCN(C)CC3)cc2)cc1	-2.58

# (list continues)
Compound	Cav3 T inh
Cc1ccc(C(C(=O)NCc2ccco2)N(C(=O)CNC(=O)c2cccs2)c2ccc(C)cc2)cc1 (stereo unspecified)	1.17
CC(C)c1cc(-c2cc(C(=O)Nc3ccccc3)on2)nc(NC2CCCC2)n1	-2.07
COC(=O)c1ccc(NC(=O)CN2C(=O)CNC2=O)cc1	-0.343
CCCC/C=C/C(NC(=O)c1ccc(C(=O)OC)cc1)c1ccccc1 (stereo unspecified)	-0.63
CC1CN(C(=O)c2cc3c(s2)CCC3)CC(C)O1 (stereo unspecified)	0.495
N#CC1=C(N)n2c(s/c(=C\c3ccco3)c2=O)=C(C#N)C1c1ccco1 (stereo unspecified)	-0.171
COC(=O)c1ccc(NC(=O)CCN2CCN(CCC(=O)Nc3ccc(C(=O)OC)cc3)CC2)cc1	0.115
CN(C)S(=O)(=O)c1ccc(NC(=O)c2ccc(Br)o2)cc1	0.0258
CC(C)Cc1cc(C(=O)NCCc2ccccc2)no1	-0.0236
COC(=O)C1=C(C)NC(=O)NC1c1ccc(OCC(=O)N2CCCCC2)cc1 (stereo unspecified)	-0.0709
CCOC(=O)c1cc2n(c1/N=C/N(C)C)-c1ccccc1C2=O	-3.9*
Cc1nc(C(=O)N(C)C)nn1-c1cc(Cl)cc(Cl)c1	1.12
O=C(c1ccco1)N1CCN(Cc2nnnn2CCc2ccccc2)CC1	0.169
O=C(CSc1nc(Cc2ccccc2)nc2ccccc12)Nc1nc2c(s1)CCCC2	-4.75*
CC(C)(C)OC(=O)NCCCC(CCCNC(=O)OC(C)(C)C)C(=O)O	-1.46
COc1ccc(C(=O)Nc2cccc(/C(C)=N/NC(=O)c3ccc([N+](=O)[O-])cc3)c2)cc1OC	1.35
CC(C)CC(NC(=O)C1CCCCC1)C(=O)NCc1ccccn1 (stereo unspecified)	0.791
CCCn1nnc(NC(=O)COc2ccc(CC)cc2)n1	-0.143
CCOC(=O)c1c(NC(=O)c2ccccc2)sc2c(O)c(CN(CC)CC)ccc12	-0.143
O=C(Nc1ccccc1C(=O)N1CCCC1)c1cccc(S(=O)(=O)N2CCCCC2)c1	1.34
CCOC(=O)C1CCN(S(=O)(=O)c2ccc(C(C)=O)cc2)CC1	0.283
COc1ccc2c(c1OC)C(=O)N1N=C(c3ccc(O)cc3)CC21 (stereo unspecified)	0.102
COC(=O)c1ccccc1NC(=O)c1ccc(COc2cccc3ccccc23)o1	-1.09
Cc1ccc(C(=O)NCC(=O)N2CCN(c3ncccn3)CC2)s1	-0.00665
Cc1ccc2cc3cc(C(=O)NCCCN4CCc5ccccc5C4)oc3nc2c1	0.0655
COc1cccc(NC(=O)C2CCCN2C(=O)Nc2ccccc2F)c1 (stereo unspecified)	1.02
O=S(=O)(Cc1ccccc1)N1CCN(C2Cc3ccccc3C2)CC1	0.846
Cc1ccc(CN=Cc2[nH]c3ccc(Br)c(Cl)c3c2O)cc1	-3.06*
O=S(=O)(NCCc1ccccn1)c1cccs1	1.33
O=C(CSC1=Nc2ccccc2C2=NC(c3ccccc3)C(=O)N12)NC1CCCCC1 (stereo unspecified)	-1.17

# In another format: 4 of the compounds above.
Cc1ccc(C(=O)NCC(=O)N2CCN(c3ncccn3)CC2)s1
- Cav3 T inh: -0.00665
CC(=O)Nc1c(I)c(NC(C)=O)c(I)c(C(=O)O)c1I
- Cav3 T inh: 0.0905&1.02
CCOC(=O)c1cnc(SC)nc1Oc1cccc(NC(=O)c2ccc(C)cc2)c1
- Cav3 T inh: -3.39
CCOC(=O)C1CCCN(S(=O)(=O)c2cc(OCC(=O)NC3CCCCC3)c(C)cc2Cl)C1 (stereo unspecified)
- Cav3 T inh: 0.735

# (continued)
Compound	Cav3 T inh
CCC(OC(=O)c1cccs1)C(=O)NCc1ccc2c(c1)OCO2 (stereo unspecified)	-0.185
O=S(Cc1ccc(Cl)cc1)CC(O)COCc1ccc(Cl)cc1 (stereo unspecified)	-0.807
C#CCOCCOCCOCCNc1nc(N2CCN(C(=O)C([C@@H](C)CC)n3cc(C(N)Cc4ccc(O)cc4)nn3)CC2)nc(N2CCN(C(=O)[C@H](CCC(=O)O)n3cc(C(N)CO)nn3)CC2)n1 (stereo partly specified)	1.12
OCCCc1nc2n(n1)C(c1cccs1)C=C(c1ccc(Br)cc1)N2 (stereo unspecified)	-7.94*
CC(C)[C@H](NC(=O)OC(C)(C)C)c1nnc(SCC(=O)Nc2ccc(Br)cc2)o1	-6.72*
COc1ccccc1CCn1c(N)c(C#N)c2nc3ccccc3nc21	-1.84
FC(F)(F)c1cnc(-n2cc[nH]c2=S)c(Cl)c1	0.106
CC(=O)c1sc(NC(=O)c2ccco2)nc1-c1ccccc1	0.0157
COc1ccc(C)cc1NC(=O)CN1CCN(C/C=C/c2ccccc2)CC1	-2.65
O=C(CSc1ncnc2c1oc1ccccc12)NCc1ccc(F)cc1	-1.14
Cc1cc(Cl)c(S(=O)(=O)N2CCN(c3ccc(F)cc3)CC2)cc1OCC(N)=O	-0.0589
Cc1ccc(CNC(=O)COC(=O)c2cnccn2)cc1	0.694
CC(=O)N1c2ccccc2C(C)(C)C2CCC(C)CC21 (stereo unspecified)	-4.58*
CC(C)(C)C(=O)Nc1ccc(C(=O)Nc2cccnc2)cc1	1
CSc1nc(-c2ccccc2)nc(SC)c1C(C)=O	-1.12
Cc1noc(C)c1C(c1ccccc1)c1ccccc1	-0.715
COc1ccc(N(C(=O)c2ccc(S(=O)(=O)N3CCOCC3)cc2)C2C=CS(=O)(=O)C2)cc1 (stereo unspecified)	1.23
Cc1nc2ncnn2c(N2CCN(C(=O)c3cccc(F)c3)CC2)c1C	0.526
COc1cc(OC)cc(C(=O)NC(=S)N2CCN(c3ccc(C(F)(F)F)cc3[N+](=O)[O-])CC2)c1	-0.849
COc1ccc(Nc2nc(C)cc(C)c2C(N)=O)cc1	0.337
CS(=O)(=O)Nc1ccc(C(=O)NCc2ccc3c(c2)OCO3)cc1	1.33
O=C(COc1ncnc2ccc(Br)cc12)NCc1ccc2c(c1)OCO2	-3.52
COc1ccc(-n2c(Cc3cccn3C)nnc2SCC(=O)Nc2ccc3c(c2)OCCO3)cc1	-10.1*
CN1C(=O)/C(=N\OC(=O)c2cccc3ccccc23)c2ccccc21	-0.709
Cc1oc(-c2ccccc2F)nc1CN1CCC(C(=O)NCc2cccnc2)CC1	0.193
Cc1ccc(C)c(NC(=O)Cn2nc(-c3ccccc3)nc2-c2ccccc2)c1	-0.358
COc1cccc2c1OCC(C(=O)NCc1ccc(Cl)cc1Cl)=C2	-1.48
Cc1cc(NS(=O)(=O)c2ccccc2)cc(Cl)c1O	-1.47
CCOc1ccc(-c2nn(-c3ccccc3)cc2/C=C2\SC(=S)N(C3CCS(=O)(=O)C3)C2=O)cc1 (stereo unspecified)	-3.99
Cn1c(=O)c2c(nc(NCCO)n2CCc2ccccc2)n(C)c1=O	-0.00635
COC(=O)C1=C(C(=O)OC)[C@@H]2N(C)c3ccc(OC)cc3[C@@]23C[C@@H](C(=O)OC)N(C(=O)NC2CCCCC2)C3=N1	0.458

# Assay outcomes from PubChem BioAssay.

# Not all compounds are listed; rates above refer to the full screens.
